TROY NFkB inh – inhibitors of TROY-driven NF-kB signaling, primary screen, Q293 LMP1-TROYcd cells, NF-kB luciferase, uHTS. Q293 LMP1-TROYcd NF-kB luciferase reporter, 4 h. inhibition, % at 10 µM. hit rate 0.98% among 360,000. AID 1347056, 2019;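 active = compounds whose plate-normalised and pattern-corrected inhibition of the luciferase reporter signal at the single screening dose is 50% or more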
TLR9-MyD88 block – inhibitors of TLR9-MyD88 association in cells, primary screen, cell-based, CHO, BLA complementation, fluorescence; inhibition, % at 4.98 µM; hit rate 0.21% among 340,000; CCF4 FRET ratio; AID 504734, 2011;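 active = inhibition above the mean over all tested compounds plus 3 SD, cut at about 21% in these data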;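 note: 0% = DMSO only wells and 100% = clavulanate BLA inhibitor control wells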
SRC2 inh – inhibition of GAL4-SRC2 driven luciferase reporter, primary screen, SRC2 inhibitor project, cell-based, luminescence. Nuclear receptor coactivator 2 (Homo sapiens), Q15596. HEK293 GAL4-SRC2 luciferase reporter. inhibition, % at 9 µM. hit rate 0.17% among 370,000;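 active = inhibition above the mean inhibition of all tested compounds plus 3 SD, set per campaign, cut at about 52% in these data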;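 note: 0% = DMSO treated cells and 100% = cells given Gossypol at 36 µM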
NOD2 RIPK2 PPI – NOD2-RIPK2 binding disruptors in cells, primary screen, fluorescence, CHO cells, BLA complementation | Receptor-interacting serine/threonine-protein kinase 2 (Homo sapiens), O43353 | CCF4 ratio | inhibition, % at 4.98 µM | hit rate 0.38% among 360,000 | AID 624267, 2012; in the data active = inhibition above about 21%;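 note: 0% = vehicle only and 100% = reference blocker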
LMP1 NFkB inh – EBV LMP1-driven NF-kappaB luciferase reporter inhibitors, primary screen, cell-based, luminescence, single point; hit rate 0.69% among 350,000; inhibition, % at 12.5 µM; AID 504558, 2011; LMP1-induced NF-kappaB luciferase reporter cells; in the data active = inhibition above about 41%;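 note: 0% = neutral control wells and 100% = reference inhibitor control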
NCOA3 inh – SRC3 coactivator transcriptional activity inhibitors, primary screen, cell-based, luminescence | Nuclear receptor coactivator 3 (Homo sapiens), Q9Y6Q9 | HEK293 GAL4-SRC3 luciferase reporter | inhibition, % at 3.6 µM | hit rate 0.17% among 360,000;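 active = inhibition above a per-campaign cutoff, the mean of all compounds plus 3 SD, cut at about 60% in these data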;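 note: 0% = DMSO-treated cells and 100% = gossypol-treated cells at 36 µM; higher means less SRC3-driven luciferase light from the GAL4 reporter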
NR2F2 inh – NR2F2 transcriptional activity inhibitors, primary screen, cell-based, luciferase reporter, HEK293T, luminescence. HEK293T NGFI-A luciferase reporter. inhibition, % at 8.6 µM. hit rate 0.7% among 370,000. AID 686940, 2013;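 active = inhibition above a per-plate cutoff, mean inhibition of test wells between control levels plus 3 SD, cut at about 38% in these data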;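 note: cells cotransfected with COUP-TFII expression vector driving the NGFI-A reporter; 0% = median of COUP-TF2 test wells and 100% = reporter-only cells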
C8 TRAIL sens – viability loss with TRAIL in NB7+C8 cells, primary screen, TRAIL sensitizer project, cell-based, ATPlite luminescence; inhibition (viability loss, TRAIL sensitization), % at 10 µM; hit rate 1% among 360,000; AID 624354, 2012;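 active = compounds causing at least 50% loss of cell viability in the single-dose screen, relative to plate controls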
SRC1 inh – SRC1 coactivator transcriptional activity inhibitors, primary screen, cell-based, luminescence; Nuclear receptor coactivator 1 (Homo sapiens), Q15788; HEK293 GAL4-SRC1 luciferase reporter; inhibition, % at 3.6 µM; hit rate 0.12% among 360,000;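 active = inhibition above the campaign mean plus 3 SD, with each screening campaign given its own cutoff, cut at about 60% in these data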;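 note: 0% = DMSO treated cells and 100% = gossypol at 36 µM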
TWEAK Fn14 block – inhibitors of TWEAK-Fn14 signaling, primary screen, luciferase reporter cells, uHTS | hit rate 2% among 360,000 | inhibition, % at 10 µM | TWEAK-stimulated Fn14 reporter cells, luciferase luminescence, 8 h; in the data active = inhibition above about 50%
LRH-1 inv ag – LRH-1 (NR5A2) inverse agonists, primary screen, cell-based, luminescence, HEK293T, StAR-luciferase reporter; Nuclear receptor subfamily 5 group A member 2 (Homo sapiens), O00482; LRH-1 transfected, 24 h; inhibition, % at 3.6 µM; hit rate 0.13% among 360,000; AID 602396, 2012;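 active = inhibition above the mean inhibition of all tested compounds plus 3 SD, cut at about 73% in these data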;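 note: 0% = DMSO wells and 100% = reporter-only cells lacking LRH-1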
Starred values were filed as active, the others as inactive; / = no result given. A portion of the library; rates above refer to the full screens.

SMILES	TROY NFkB inh	TLR9-MyD88 block	SRC2 inh	NOD2 RIPK2 PPI	LMP1 NFkB inh	NCOA3 inh	NR2F2 inh	C8 TRAIL sens	SRC1 inh	TWEAK Fn14 block	LRH-1 inv ag
COCCCn1c(=S)[nH]c2ccc(N3CCOCC3)cc2c1=O	7	-2	2	-2	7	-8	17	3	-8	0	-12
COc1ccc(C(=O)N/N=C/c2c[nH]c3ccccc23)cc1	-35	-8	-104	11	1	-28	-9	2	-10	-17	-15
Nc1[nH]c(C(=O)c2ccccc2)c(-c2ccc(Br)cc2)c1C(=O)NC1CC1	0	/	0	-13	/	/	-17	8	/	-6	-25
COc1ccccc1OCC(=O)OCC(=O)Nc1sccc1C(N)=O	-3	0	-25	0	2	4	2	-1	-1	7	10
NS(=O)(=O)c1ccc(NC(=O)COC(=O)C23CC4CC(CC(C4)C2)C3)cc1	-13	0	9	1	3	6	-15	-3	-11	3	3
COc1ccc(CN2C(=O)C(CC(=O)NCCN3CCOCC3)CC(C(=O)N(C(C)C)C(C)C)=C2C)cc1 (configuration not stated)	-9	-14	35	-17	-6	-1	-6	-11	-14	14	14
Cn1c(SCCCC(=O)c2ccc(F)cc2)nnc1-c1ccncc1	/	-5	0	-9	-4	4	16	3	-7	33	10
Cn1cnc(S(=O)(=O)NCc2ccc(Br)cc2)c1	-2	-5	-12	-7	2	8	-10	-14	-4	-6	4
COc1ccc(S(=O)(=O)Nc2cc(C)ccc2OC)cc1C	-1	-10	8	1	2	11	7	4	2	14	13
O=C(CCn1c(=O)oc2ccccc21)NCCC1=CCCCC1	17	-1	-51	8	5	5	-4	39	0	-18	-11
COC(=O)c1ccc(N=c2sc(C(=O)OC)cc(=O)n2C)cc1	-6	-2	-4	-1	7	-16	-2	8	7	45	-48
O=C1CC(N(CCc2ccccc2)C(=S)Nc2ccccc2)C(=O)N1c1ccc(Br)cc1 (configuration not stated)	47	-13	7	-7	5	2	8	12	2	79*	-3
C[C@H]([C@@H](O)[C@@H](O)[C@@H](C)C(C)(C)C)[C@H]1CC[C@H]2C3CC[C@H]4C[C@H](OS(=O)(=O)O)[C@@H](OS(=O)(=O)O)C[C@]4(C)[C@H]3CC[C@]12C (some centres not stated)	8	/	-6	-7	/	-7	0	6	-35	3	-5
CCC(=O)c1ccc(OCC(=O)OCC(=O)NC2CCCCCC2)cc1	2	5	9	-4	-2	1	-3	1	1	-1	-12
CC(C(=O)NC1CCCCC1)N1CCN(C)CC1 (configuration not stated)	-14	-5	21	-5	-3	12	2	-3	-10	-5	10

Only NOD2 RIPK2 PPI and TWEAK Fn14 block, for two of the compounds above:
| Structure | NOD2 RIPK2 PPI | TWEAK Fn14 block |
| --- | --- | --- |
| O=C(CCn1c(=O)oc2ccccc21)NCCC1=CCCCC1 | 8 | -18 |
| COC(=O)c1ccc(N=c2sc(C(=O)OC)cc(=O)n2C)cc1 | -1 | 45 |

Other compounds:
SMILES	TROY NFkB inh	TLR9-MyD88 block	SRC2 inh	NOD2 RIPK2 PPI	LMP1 NFkB inh	NCOA3 inh	NR2F2 inh	C8 TRAIL sens	SRC1 inh	TWEAK Fn14 block	LRH-1 inv ag
S=C(NC1CCCCC1)NN1CCCCCC1	10	2	4	-5	0	-18	4	-5	-25	11	1
O=C(N/C(=C\c1ccccc1)C(=O)N1CCOCC1)c1ccco1	6	0	18	-7	-16	5	-9	-1	-7	19	2
CCOC(=O)c1sc2nc(CC(=O)OC)nc(N(C)CCc3ccccn3)c2c1C	-28	/	-11	-4	-3	4	5	3	8	1	1
COCCN(C(=O)C1CC1)c1nnc(-c2ccc(C)cc2)s1	-32	5	-24	5	-4	-8	-1	4	-17	-24	-17
C=CCC(NCc1ccccc1)c1ccc(C)o1 (configuration not stated)	-3	0	-7	4	-5	-15	-6	-10	2	-9	5
COc1ccc(C(=O)Nc2c3c(nn2-c2ccc([N+](=O)[O-])cc2)CS(=O)(=O)C3)cc1	17	-4	-13	-7	-1	-6	-9	-7	-7	-6	4
CSc1cccc(CN2CCC(CO)(Cc3cccc(C(F)(F)F)c3)CC2)c1	-1	-10	-24	4	0	25	2	-5	-6	-16	-10
O=C(NC1CCCCC1)C(c1ccc(-c2ccccc2)cc1)n1c(=O)c(-c2ccco2)nc2ccccc21 (configuration not stated)	/	/	-1	-20	/	/	0	-2	/	/	-36
Cc1ccc(C(=O)N2CCN(S(=O)(=O)c3sc(C(=O)O)c(C)c3C(=O)O)CC2)s1	6	-3	6	-9	1	-11	13	-13	-6	3	3
Cc1nn(CC(=O)Nc2ccc(C(=O)N3CCCC3)cc2)c(=O)c2ccccc12	0	-12	-8	-13	4	-3	1	3	-12	15	5
CCn1c(SCC(=O)Nc2ccccc2Cl)nnc1C1CC1	2	-3	4	3	-1	-3	-19	-7	-16	5	10
Cc1ccc(NC(=O)c2ccccc2SCC(=O)N2CCCC2)cc1S(=O)(=O)N(C)C	-13	-1	-7	-2	2	-12	13	-5	6	-1	-5
COc1ccc(-c2cc(C(=O)Nc3cccnc3Cl)no2)cc1	-24	-14	7	-5	2	-41	-1	-7	16	-19	21
O=C(CNC(=O)c1cccc(F)c1)OCC(=O)N1CCCc2ccccc21	15	4	16	2	0	7	26	6	15	7	6
CCn1c(COc2ccccc2C)nnc1SCC(=O)CC(=O)Nc1ccccc1	-18	-13	4	0	-12	-7	9	-2	-2	1	2
Cc1cc(C)c(C(=O)CSc2nc(C)cc(C)c2C(N)=O)c(C)c1	-13	-2	1	-3	2	6	10	10	3	-14	-2
COC(=O)[C@]12CCCCC=C1N(Cc1ccc(Cl)cc1Cl)C(=O)[C@H](CC(=O)N1CCOCC1)C2	-11	/	-3	-3	/	/	-8	6	/	8	-3
CCC(=O)Nc1c(S(=O)(=O)c2ccccc2)c2nc3ccccc3nc2n1Cc1ccccc1	-8	-6	9	-13	9	19	14	-18	-5	28	8
CCc1ccc(S(=O)(=O)/N=C2\C=C(Nc3ccc(C(=O)O)cc3)C(=O)c3ccccc32)cc1	48	1	-6	5	0	7	12	29	-4	96*	36
CCOc1ccc(-c2nc3n(c(=O)c2C#N)CCS3)cc1	-30	2	-15	2	-2	3	-6	-5	0	-14	-16
O=C(O)c1cc(N2C(=O)C3C4C=CC(C4)C3C2=O)ccc1N1CCOCC1 (configuration not stated)	10	10	-2	-10	-4	-8	5	-5	-2	-2	-23
COc1ccc(N=C2SCC(=O)N2c2ccc(OC)cc2)cc1	-1	-8	-10	-3	-6	14	2	-13	-7	26	-3
CC(C)Oc1ccc(C(=O)NC(=S)Nc2ccc(CN3CCOCC3)cc2)cc1	27	-6	9	-9	11	2	-5	7	5	16	-4
CCC1=Nc2cc(C(=O)NCC3CCCO3)ccc2Sc2ccc(Cl)cc21 (configuration not stated)	9	-3	-9	7	2	-2	-35	18	-16	-6	9
COc1ccc(CNC(=O)COC(=O)CCc2c[nH]c3ccccc23)cc1	-43	-4	-12	1	4	11	17	-2	-25	-10	12
CCOC(=O)C1CCCN(C(=O)c2cccc(S(=O)(=O)N(C)c3c(C)n(C)n(-c4ccccc4)c3=O)c2)C1 (configuration not stated)	-4	12	-6	-11	-7	24	1	-2	-13	11	-3
CC1CCCCC12NC(=O)N(CC(=O)c1ccc[nH]1)C2=O (configuration not stated)	-12	-4	8	-7	-9	-8	14	13	-6	-1	-5
CCC(CC)=C(C#N)C(=O)NC1CCCCC1	-2	-3	-3	-10	4	19	8	-6	7	8	-5
CC[C@@H]1Cc2[nH][nH]c(=O)c2[C@@H](c2ccc(Cl)cc2)O1	-2	/	7	-16	/	/	-3	-5	/	-41	6
CCOC(=O)C1=C(C)Nc2ncnn2C1c1cc(OC)ccc1OC (configuration not stated)	2	1	7	0	4	16	8	-20	-6	3	-9
O=C(O)c1ccc(-n2nncc2-c2ccccc2)cc1	5	-6	1	-10	-3	4	-10	-1	6	-8	10
Cc1ccc(S(=O)(=O)N/N=C\c2cc3c(cc2Br)OCO3)cc1	-5	-11	-25	2	1	15	10	23	10	5	14
CC(NC(=O)c1ccco1)C(=O)OCC(=O)N1CCCCCC1 (configuration not stated)	8	-4	-35	-4	-3	3	-1	-14	-19	1	8
Cc1ccc(S(=O)(=O)N2CCOCC2)cc1NC(=O)c1ccc(F)cc1F	6	3	4	9	-2	0	1	-6	-9	-2	-8
CCc1cc(=O)oc2cc(C)cc(OC(C)C(=O)NC(Cc3c[nH]c4ccc(O)cc34)C(=O)O)c12 (configuration not stated)	-4	-8	-4	-9	-1	25	-6	-6	-5	3	0
Cc1ccc(C(C)(C)C)c(OCCCn2ccnc2)c1	3	-8	18	1	-3	-9	0	6	3	-1	-7
COc1ccc(/C=N/NC(=O)Cc2csc(Nc3cccc(C(F)(F)F)c3)n2)cc1C	-5	-8	9	-5	4	11	12	17	9	-6	13
Cc1cc(C(F)F)n2ncc(C(=O)NCc3ccccc3C(F)(F)F)c2n1	13	5	-2	15	9	14	-17	2	-18	-13	17
O=C(CCN1CCCCC1)c1ccc2c(c1)OCCO2	4	8	5	-17	-1	-17	-1	-8	-7	-8	-8
O=[N+]([O-])c1ccc(N2CCCCC2)c(-c2nn[nH]n2)c1	-18	-7	-15	5	3	-1	-5	-7	-10	-3	0
O=C(CN1C(=O)COc2ccccc21)N1CCCC1	-8	-1	10	4	8	-9	-4	-6	-17	-11	10
C[C@@H]1CN(S(=O)(=O)C(C)(C)C)[C@H](CCO)/C1=C\c1ccccc1	-12	-3	10	-11	1	-7	12	7	-1	9	4
COc1cccc(CC2(CO)CCCN(CC3=Cc4cc(OC)ccc4OC3)C2)c1 (configuration not stated)	15	-4	-11	-7	-8	8	-2	-1	-8	38	5
CCCN(CC(=O)Nc1cccc(S(N)(=O)=O)c1)CC(=O)Nc1ccc(F)c(F)c1F	-12	-2	10	-4	-4	12	-2	-7	19	-3	2
COc1ccc(CNC(=O)Cn2cc3c(n2)CCCCC3)cc1	0	-1	-3	-1	1	7	6	-1	6	20	3
Cc1ccc(S(=O)(=O)N2CCN(Cc3cc(C(C)C)ccc3O)CC2)cc1	7	10	-10	-1	18	-4	12	1	14	8	16
c1ccc2c(c1)nc1sccn12	-11	3	-35	-1	2	-15	-2	9	3	0	5
COC(=O)c1c(O)cc(=O)n2c1CCCCC2	-17	2	-6	3	-1	20	-15	0	-10	2	-5
CC1(C(=O)Nc2ccccc2F)CCN1C(=O)Cc1ccc(-c2ccccc2)cc1 (configuration not stated)	26	/	16	-3	/	9	35	3	14	-5	10

Assay outcomes (PubChem BioAssay)
